M5 ag: agonists of human muscarinic M5 receptor (CHRM5). P08912. CHO-K1 hM5 cells, Fluo-8 calcium fluorescence; 0% DMSO wells, 100% maximal acetylcholine response. activation, % at 3 µM. hit rate 0.19% among 360,000. AID 624037;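 active = activation above the run's mean over test compounds plus 3 SD, cut at about 23% in these data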;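 also: signal is peak over basal fluorescence ratio across the kinetic read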
M4 ag: CHRM4 agonism in calcium assay; CHO-K1 hM4/Gqi5, Fluo-8 calcium fluorescence; vehicle 0%, full acetylcholine response 100%; activation, % at 3 µM; hit rate 0.14% among 360,000; AID 624127;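 active = activation above the run mean over all test wells plus 3 SD, cut at about 32% in these data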;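 also: peak over basal fluorescence ratio per well then scaled between controls; 0% = DMSO wells and 100% = acetylcholine at EC100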
Target sequence (P08173 whole entry, looked up): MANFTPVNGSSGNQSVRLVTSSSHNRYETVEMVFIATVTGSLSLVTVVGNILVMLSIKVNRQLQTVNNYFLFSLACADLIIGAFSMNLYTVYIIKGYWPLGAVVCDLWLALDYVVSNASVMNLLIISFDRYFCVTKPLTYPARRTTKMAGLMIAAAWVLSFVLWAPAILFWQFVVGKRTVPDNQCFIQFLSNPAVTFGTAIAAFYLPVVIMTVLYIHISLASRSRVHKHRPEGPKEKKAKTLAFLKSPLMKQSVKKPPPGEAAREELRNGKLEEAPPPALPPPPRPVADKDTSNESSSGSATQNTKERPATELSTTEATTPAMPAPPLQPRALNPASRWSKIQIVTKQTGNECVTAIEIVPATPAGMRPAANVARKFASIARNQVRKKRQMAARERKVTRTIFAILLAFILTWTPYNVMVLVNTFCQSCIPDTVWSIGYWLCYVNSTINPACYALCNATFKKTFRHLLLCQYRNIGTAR
M1 antag: human CHRM1 antagonism; P11229; CHO-K1 hM1, Fluo-8 calcium fluorescence, ACh EC80 antagonist; inhibition, % at 3 µM; hit rate 1.3% among 360,000; AID 588852;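 active = percent inhibition above its own plate's cutoff, namely the mean of that plate's compound wells plus 3 SD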;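 also: peak over basal fluorescence ratio during 140 s after agonist addition; 0% = ACh EC80 plus DMSO and 100% = DMSO alone without agonist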
M1 ag: agonists of human M1 muscarinic receptor; P11229; CHO-K1 hM1, Fluo-8 calcium fluorescence, agonist mode; 0% DMSO, 100% acetylcholine EC100; activation, % at 3 µM; hit rate 0.33% among 360,000; AID 588814;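 active = activation above the run's mean compound activation plus 3 SD, cut at about 16% in these data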;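 also: peak over basal fluorescence ratio within a 140 s kinetic read after compound addition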
TAAR1 agonist: human TAAR1 agonism. CHO RD-HGA16 TAAR1, Fluo-8 calcium fluorescence; vehicle wells 0%, saturating PEA agonist 100%. activation, % at 3 µM. hit rate 0.99% among 360,000. AID 624467;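 active = activation above the mean activation of all test compounds in the run plus 3 SD, cut at about 38% in these data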
Target sequence (Q96RJ0 whole entry, looked up): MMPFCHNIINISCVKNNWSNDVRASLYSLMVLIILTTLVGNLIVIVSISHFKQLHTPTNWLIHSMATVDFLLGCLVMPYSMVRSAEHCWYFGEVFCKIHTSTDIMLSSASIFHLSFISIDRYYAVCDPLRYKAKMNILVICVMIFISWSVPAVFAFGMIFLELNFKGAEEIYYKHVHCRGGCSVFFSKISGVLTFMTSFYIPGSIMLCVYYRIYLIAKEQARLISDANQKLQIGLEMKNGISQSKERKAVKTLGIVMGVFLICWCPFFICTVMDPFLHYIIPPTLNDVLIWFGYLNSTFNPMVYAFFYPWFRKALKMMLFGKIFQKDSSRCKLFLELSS
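Signal – calcium-sensitive Fluo-8 signal, excitation 470-495, emission 515-575 nm · System – RD-HGA16 (CHO) cells co-expressing Gα16 and hTAAR1 · Incubation – 17-24 h seeding, 75 min 37 °C dye, 30 min RT · Compound dosing – 3 µM single concentration · Repeats – no replicates (n 1)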
CHRM4 antagonist: blocks acetylcholine activation of human M4 receptor | P08173 | CHO-hM4 cells, ACh EC80, Fluo-8 calcium fluorescence | inhibition, % at 3 µM | hit rate 0.73% among 360,000;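 active = inhibition above its plate's cutoff, the mean inhibition of sample wells plus 3 SD, cut at about 27% in these data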;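 also: 0% = acetylcholine EC80 with DMSO and 100% = DMSO without agonist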
CHRM5 antagonist: antagonists of human muscarinic M5 receptor (CHRM5); P08912; CHO-hM5 cells, Fluo-8 calcium fluorescence, ACh EC80; inhibition, % at 3 µM; hit rate 0.59% among 360,000; AID 624040;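 active = inhibition above a per-plate cutoff, the mean of that plate's test compounds plus 3 SD, cut at about 27% in these data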;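 also: 0% = acetylcholine EC80 with DMSO and 100% = DMSO without agonist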
CHRM5 PAM: CHRM5 positive allosteric modulation. P08912. CHO-K1 hM5, Fluo-8 calcium, ACh EC20 PAM; 0% = ACh EC20, 100% = ACh EC100. activation, % at 3 µM. hit rate 0.3% among 360,000. AID 624038;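 active = activation above the run cutoff, the mean activation of all test compounds plus 3 SD, cut at about 18% in these data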
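Replicates: One well per compound, no replicates | System: Human M5 receptor in CHO-K1 cells | Benchmarks: Low control EC20 acetylcholine (0%), high control EC100 acetylcholine (100%) | Probe or stimulus: Acetylcholine, EC20 level | Times: Fluo-8 loading 80 min at 37 °C plus 30 min room temperature | Signal: Intracellular calcium via Fluo-8 fluorescence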
CHRM1 PAM: human CHRM1 positive allosteric modulation | P11229 | CHO-K1 hM1, Fluo-8 calcium fluorescence, ACh EC20; 0% = ACh EC20, 100% = maximal ACh | activation, % at 3 µM | hit rate 0.088% among 360,000; in the data active = activation above about 19%, passing the limit was not always enough
* hit, by the source's call. Not all compounds are listed (hit frequency here may not be typical).

SMILES	M5 ag	M4 ag	M1 antag	M1 ag	TAAR1 agonist	CHRM4 antagonist	CHRM5 antagonist	CHRM5 PAM	CHRM1 PAM
CN(C)c1ccc(C(=O)Nc2cccc(S(=O)(=O)NC3=NCCCCC3)c2)cc1	1	2	3	-3	6	-2	0	2	-3
Cc1ccccc1CSCc1nc2ccccc2[nH]1	3	5	-3	2	3	3	-4	-3	9
O=C(CN1C(=O)COc2ccccc21)N1CCN(C2CCCCC2)CC1	-3	1	6	-3	1	1	-7	0	-3
O=C(O)C(c1cccs1)C1(O)CCCCC1 (stereo unspecified)	1	0	-1	-2	0	5	10	-2	-4
COc1ccc(C(=O)c2c(NC(C)=O)sc3c2CCN(C(=O)OC(C)(C)C)C3)cc1	-2	1	-24	-3	-3	3	14	-6	14
CN1CCC(OC(=O)COc2ccc(Br)cc2)CC1	-10	1	31*	-13	8	-3	10	-13	-32
CC(=O)Nc1ccc(C(=O)OCc2ccc(F)cc2)cc1	3	3	-4	-4	7	3	-4	-6	3
O=C(COC(=O)c1ccc(O)cc1)NCCc1c[nH]c2ccccc12	8	6	0	1	9	2	10	-9	-1
COc1ccc(-n2nc(C(=O)NCC(=O)O)c3ccccc3c2=O)cc1	-4	0	-16	-4	3	7	-1	2	8
O=C(Nc1ccccc1F)C(=O)Nc1cccc2ccccc12	-2	-1	-8	-3	-3	-8	0	-1	6
Cc1ccc(C)c(N2CCN(C(=O)c3ccc4c(=O)n5c(nc4c3)CCCCC5)CC2)c1	-5	0	-13	-7	-3	-14	-6	-5	9
CCC(=O)N1CCCC(C)(C(=O)Nc2ccc3oc(CC)nc3c2)C1 (stereo unspecified)	1	1	7	-4	2	-1	5	-5	-7
COc1ccc(S(=O)(=O)NC2CC(=O)N(c3ccc4c(c3)OCCO4)C2)cc1 (stereo unspecified)	5	1	-10	0	1	-10	2	-2	4
S=C(NCCCN1CCOCC1)NC1CCCC1	-3	0	-8	-10	13	6	6	-6	9
O=C(Nc1ccc2c(c1)nc1n2CCSC1)c1ccccc1	0	2	-6	-4	1	-2	-3	-9	5
Cc1cccc(NC(=S)Nc2ccc(Cl)c(Cl)c2)c1	7	13	1	0	13	-1	6	-12	-9
CC1CCCN(c2nc3c(c(=O)n(C)c(=O)n3C)n2CCSc2nc3ccccc3s2)C1 (stereo unspecified)	-5	0	-1	-6	3	-5	14	-7	-6
CCC(=O)Nc1nnc(SCC(=O)NCC2CCCO2)s1 (stereo unspecified)	-3	1	-9	-2	2	-5	5	0	5
Cc1cc(-c2ccccc2)n2ncc(C#N)c2n1	2	-1	-13	4	-2	-16	-3	-4	9
CC(NC(=O)c1ccc(N(C)C)c([N+](=O)[O-])c1)c1ccc(-n2ccnc2)cc1 (stereo unspecified)	1	15	-8	-2	12	-5	11	-7	6

Whole records from above:
`COc1ccc(S(=O)(=O)NC2CC(=O)N(c3ccc4c(c3)OCCO4)C2)cc1` (stereo unspecified) across the screens: M5 ag = 5; M4 ag = 1; M1 antag = -10; M1 ag = 0; TAAR1 agonist = 1; CHRM4 antagonist = -10; CHRM5 antagonist = 2; CHRM5 PAM = -2; CHRM1 PAM = 4
`Cc1ccc(C)c(N2CCN(C(=O)c3ccc4c(=O)n5c(nc4c3)CCCCC5)CC2)c1` across the screens: M5 ag = -5; M4 ag = 0; M1 antag = -13; M1 ag = -7; TAAR1 agonist = -3; CHRM4 antagonist = -14; CHRM5 antagonist = -6; CHRM5 PAM = -5; CHRM1 PAM = 9

An excerpt of these results, field by field:
COc1ccc(-n2nc(C(=O)NCC(=O)O)c3ccccc3c2=O)cc1
  M5 ag: -4
  M4 ag: 0
  M1 antag: -16
  M1 ag: -4
  TAAR1 agonist: 3
  CHRM4 antagonist: 7
  CHRM5 antagonist: -1
  CHRM5 PAM: 2
  CHRM1 PAM: 8

O=C(Nc1ccccc1F)C(=O)Nc1cccc2ccccc12
  M5 ag: -2
  M4 ag: -1
  M1 antag: -8
  M1 ag: -3
  TAAR1 agonist: -3
  CHRM4 antagonist: -8
  CHRM5 antagonist: 0
  CHRM5 PAM: -1
  CHRM1 PAM: 6

Cc1ccc(C)c(N2CCN(C(=O)c3ccc4c(=O)n5c(nc4c3)CCCCC5)CC2)c1
  M5 ag: -5
  M4 ag: 0
  M1 antag: -13
  M1 ag: -7
  TAAR1 agonist: -3
  CHRM4 antagonist: -14
  CHRM5 antagonist: -6
  CHRM5 PAM: -5
  CHRM1 PAM: 9

Returning to the listing; the six compounds before the break are reprinted first.
SMILES	M5 ag	M4 ag	M1 antag	M1 ag	TAAR1 agonist	CHRM4 antagonist	CHRM5 antagonist	CHRM5 PAM	CHRM1 PAM
O=C(Nc1ccc2c(c1)nc1n2CCSC1)c1ccccc1	0	2	-6	-4	1	-2	-3	-9	5
Cc1cccc(NC(=S)Nc2ccc(Cl)c(Cl)c2)c1	7	13	1	0	13	-1	6	-12	-9
CC1CCCN(c2nc3c(c(=O)n(C)c(=O)n3C)n2CCSc2nc3ccccc3s2)C1 (stereo unspecified)	-5	0	-1	-6	3	-5	14	-7	-6
CCC(=O)Nc1nnc(SCC(=O)NCC2CCCO2)s1 (stereo unspecified)	-3	1	-9	-2	2	-5	5	0	5
Cc1cc(-c2ccccc2)n2ncc(C#N)c2n1	2	-1	-13	4	-2	-16	-3	-4	9
CC(NC(=O)c1ccc(N(C)C)c([N+](=O)[O-])c1)c1ccc(-n2ccnc2)cc1 (stereo unspecified)	1	15	-8	-2	12	-5	11	-7	6
CCOC(=O)C1(S(=O)(=O)c2ccc(Cl)cc2)CCN(Cc2ccc(Cl)cc2)CC1	0	-3	-1	-7	4	-10	5	-5	-3
Cc1nc([N+](=O)[O-])c(C(=O)O)n1C	2	1	7	-3	4	-11	-5	4	-2
CC1CN(c2nc3ccccn3c(=O)c2C=O)CC(C)O1 (stereo unspecified)	0	1	-6	-1	2	-8	4	-2	11
O=Cc1ccc(N2CCCC2)o1	-1	2	6	-5	0	1	-3	-3	-2
COc1ccc2cnn(-c3ccc(OC(F)(F)Cl)cc3)c(=O)c2c1OC	6	0	-12	-1	7	-3	4	4	13
Cc1ccc(-n2c(-c3ccncc3)n[nH]c2=S)cc1C	3	0	-11	0	10	5	1	3	9
COc1c(S(=O)(=O)Nc2cccnc2)ccc(Cl)c1Cl	-4	3	-1	-5	1	-5	16	-4	1
Cc1noc(NS(=O)(=O)c2ccc(N/C=C\C(=O)c3ccc(Br)cc3)cc2)c1C	1	1	-5	-5	8	5	2	10	2
Cc1ccc2nc(C(C)(C)C)c(Cc3ccsc3)n2c1	-8	0	-10	-7	1	-5	3	-4	-9
Cc1cc(C(=O)O[C@H]2[C@H](Cc3ccccc3)NS(=O)(=O)[C@H]3C[C@@H]4C=C[C@]23O4)ccc1[N+](=O)[O-]	5	3	-8	-1	3	1	13	-2	9
CCCN1CCN(C(=S)Nc2ccc(SC(F)F)cc2)CC1	1	12	5	-5	3	-1	22	-10	0
N#CC(OC(=O)c1ccccc1)c1ccccc1 (stereo unspecified)	-3	-1	-12	-7	0	-8	0	1	8
COC(=O)c1cnc(Nc2cc(C)ccc2OC)c2ccccc12	-4	0	-4	-2	2	-6	8	-2	2
CCc1ccc(NC(=O)CSc2nnnn2C)cc1	-1	0	-3	-4	-1	-6	5	-2	2
CCn1nnc(NC(=O)c2ccc(C(C)(C)C)cc2)n1	-13	0	-10	-3	1	-2	-6	9	7
CS(=O)(=O)N(CC(=O)Nc1cccc(F)c1)c1cccc([N+](=O)[O-])c1	-1	3	-4	6	7	-4	5	-3	6
O=C(CN1CCC(n2cnc3cc(F)ccc32)CC1)Nc1ccccc1Br	-1	1	1	-4	2	-3	2	2	3
O=C(c1ccccc1)c1ccc(O)c(O)c1O	2	0	-5	-3	1	5	4	-4	4
CC(C)CC(NC(=O)C1CCC(C)CC1)C(=O)Nc1cccnc1 (stereo unspecified)	-6	0	-1	-1	4	-3	-4	2	5
CCN(CC)S(=O)(=O)c1ccc(NC(=O)C2c3ccccc3Oc3ccccc32)cc1	12	12	8	20*	41*	5	6	1	1
C/C(=N\NC(=S)NC(C)C)c1ccco1	-6	0	0	-7	0	1	11	5	5
Cn1cccc1/C=N/NC(=O)c1cc2ccccc2cc1O	2	3	-3	-2	0	-2	14	-2	5
Cc1cc(NC(=O)C2CCN(S(=O)(=O)Cc3ccccc3)CC2)ccc1-n1cnnn1	0	4	0	-1	13	7	2	-5	1
CC[C@H](C)[C@H](NC(=O)CNC(=O)COc1cc2c(c3oc(=O)cc(C)c13)CCC(C)(C)O2)C(=O)O	0	6	-1	-3	4	2	9	-3	-1
O=C(c1ccco1)N1CCN(C2CC(=O)N(c3ccc4c(c3)OCO4)C2=O)CC1 (stereo unspecified)	-2	0	-10	-7	0	0	2	-4	5
Cc1cc(N)n2ncc(-c3ccccc3)c2n1	-5	1	-23	-4	9	-2	-4	4	7
O=C(CCS(=O)(=O)c1ccc(Cl)cc1)NCCc1c[nH]c2ccccc12	6	8	-3	0	3	-9	-9	9	8
O=C(NC(=S)Nc1ccccc1N1CCCCC1)c1ccc(F)cc1Cl	-6	-1	-1	-4	1	-10	-7	-4	-3
Cc1cc(OCC(=O)OC(C)C(=O)NC2CC2)c(C(C)C)cc1Cl (stereo unspecified)	0	7	-12	-1	2	-13	2	-6	7
CCOC(=O)N1CCN(c2c(Nc3cc(C)[nH]n3)c(=O)c2=O)CC1	2	-1	0	4	0	-15	12	-10	5
Cc1cc(=O)[nH]c(Nc2cccc(Cl)c2C)n1	-2	1	-9	-2	15	10	1	2	3
NC(=O)c1ccccc1OCC(=O)O	4	1	-10	0	-2	3	-3	3	7
CN(C)c1nc2c(c(=O)[nH]c(=O)n2C)n1CCCc1ccccc1	2	2	5	-1	16	-4	0	-4	-1
Cc1ccnc2nc(C(=O)Nc3nc(-c4ccccn4)cs3)nn12	0	3	0	-8	4	11	-5	3	-1
O=C(OCC(=O)c1c[nH]c2ccccc12)c1ccc([N+](=O)[O-])s1	0	7	-1	-7	25	3	-3	-6	1
CCn1c2ccccc2c2cc(NC(=O)C(C)Oc3ccc(OC)cc3)ccc21 (stereo unspecified)	-3	-1	4	-4	2	22	2	-4	7
C/C(CC(=O)Nc1ccc2c(c1)OCO2)=N\NC(=O)c1ccc(N)cc1	-2	2	-13	-3	1	-7	5	-8	10
CCCCOC(=O)c1ccc(NC(=O)/C=C/c2cccs2)cc1	-5	0	-3	-5	-1	-19	-2	-6	0
CCOC(=O)C1=C(C)NC2=C(C(=O)C(C(=O)OCC)C(c3ccc(OC)cc3)C2)C1c1ccccn1 (stereo unspecified)	-4	2	-16	-2	14	-10	13	-6	-9
